Screening data as filed in PubChem BioAssay.
miR122 inh: miR-122 Renilla sensor signal increase in Huh7, primary screen, miR-122 inhibitor project, cell-based, single point, plate reader | Huh7 miR-122 Renilla luciferase sensor, 48 h; neutral wells = 0, positive control = 100 | activation (reporter increase), % at 12.5 µM | actives 0.3% (n = 340,000);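 active = mean replicate activation score at least 90 and every replicate individually at or above 90; inconclusive = only one of the two criteria met; inactive = neither criterion met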;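 note: higher luciferase means less miR-122 activity so hits act as miR-122 inhibitors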
Statin myotox sup: suppressors of statin myotoxicity in C2C12 myotubes, primary screen, cell-based, single point, plate reader | C2C12 myotubes + simvastatin, ATP luminescence, 48 h; scaled: DMSO 0, geranylgeraniol control 100 | rescue of ATP level, % at 7.49 µM | actives 0.78% (n = 330,000);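 active = mean ATP rescue above about 67%, or every replicate alone reaching that limit, limit read from the data, passing the limit was not always enough; inconclusive = no clear call, values can overlap the other calls; inactive = mean under the limit and some replicate under it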;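 note: myotubes were challenged with 10 µM simvastatin during compound exposure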
Cneo AK release: Cryptococcus neoformans cell lysis inducers, primary screen, AK release luminescence, single concentration; actives 0.2% (n = 360,000); AID 651654, 2012; lysis activity, % at 15 µM; C. neoformans lysis, adenylate kinase release luminescence, 4 h; normalised: neutral wells 0, clomiphene wells 100;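 active = mean lysis activity across replicates of at least 80%, whatever share of replicates individually reach that level; inactive = mean lysis activity below 80%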
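Test system: log-phase Cryptococcus neoformans yeast cells. Input: 5 × 10^6 yeast cells/mL. Medium: fresh YPD growth medium. Doses: single dose. Incubation: static 4 h at 37 °C with compound, 1 h detection. Measured by: luminescent adenylate kinase detection reagent. Read-out: signal increase indicating cell lysis. Benchmarks: Clomiphene.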
esBAF inh: Bmi1 luciferase reporter increase in mESCs, primary screen, esBAF inhibitor project, mouse ES cells, Bmi1 luciferase knock-in, single point; 24 h; 100% = twice the neutral-well signal; actives 2% (n = 350,000); reporter increase, % at 12.5 µM; in the data active = activation above about 40%; inconclusive = no clear call, values can overlap the other calls;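 note: 0% = median of the plate's neutral control wells and 100% = double that signal; a rise in the Bmi1 reporter signal indicates esBAF inhibition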
SIRT5 block: SIRT5 desuccinylase inhibitors, primary screen, biochemical, fluorescence imaging, single point, set 5; actives 1.1% (n = 330,000); Purified SirT5, succinyl-peptide AMC, trypsin-coupled fluorescence; NAD-dependent protein deacylase sirtuin-5, mitochondrial (Homo sapiens), Q9NXA8; inhibition, % at 15 µM; AID 652115, 2013; in the data active = inhibition above about 15%; inconclusive = no clear call, values can overlap the other calls
Target sequence (Q9NXA8 whole entry, looked up): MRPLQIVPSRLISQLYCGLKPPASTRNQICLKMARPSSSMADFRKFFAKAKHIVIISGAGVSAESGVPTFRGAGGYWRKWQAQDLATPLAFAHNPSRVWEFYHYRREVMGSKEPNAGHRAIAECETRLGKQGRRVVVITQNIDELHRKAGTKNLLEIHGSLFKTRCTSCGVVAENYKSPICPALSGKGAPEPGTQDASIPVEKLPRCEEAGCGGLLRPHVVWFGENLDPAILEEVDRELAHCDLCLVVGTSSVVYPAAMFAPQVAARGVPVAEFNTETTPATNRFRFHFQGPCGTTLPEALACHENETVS
ERp5 inh: inhibitors of ERp5-driven insulin aggregation, primary screen, biochemical, turbidity, absorbance 650 nm, single point | 90 min | inhibition, % at 9.99 µM | actives 0.05% (n = 350,000) | AID 651711, 2012;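 active = mean replicate inhibition above about 25%, with every replicate also reaching it, limit read from the data, passing the limit was not always enough; inconclusive = only one of those two criteria met; inactive = neither criterion met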
Target sequence (Q15084 whole entry, looked up): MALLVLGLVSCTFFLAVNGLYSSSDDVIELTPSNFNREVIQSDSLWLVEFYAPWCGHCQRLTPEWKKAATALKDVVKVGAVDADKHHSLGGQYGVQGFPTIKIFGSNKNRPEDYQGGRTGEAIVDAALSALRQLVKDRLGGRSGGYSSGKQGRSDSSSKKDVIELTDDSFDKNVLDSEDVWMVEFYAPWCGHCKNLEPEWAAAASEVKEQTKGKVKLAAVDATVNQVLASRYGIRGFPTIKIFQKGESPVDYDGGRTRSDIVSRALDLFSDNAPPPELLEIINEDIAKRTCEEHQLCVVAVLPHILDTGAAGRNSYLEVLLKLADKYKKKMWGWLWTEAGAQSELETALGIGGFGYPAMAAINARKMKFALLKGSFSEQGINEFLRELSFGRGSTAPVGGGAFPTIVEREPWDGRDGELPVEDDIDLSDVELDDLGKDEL
ARNT TACC3 PPI: disruptors of ARNT/TACC3 protein interaction, primary screen, biochemical, AlphaScreen, single concentration. Transforming acidic coiled-coil-containing protein 3 (Homo sapiens), Q9Y6A5. AlphaScreen His-ARNT PAS-B/GST-TACC3 binding, luminescence; TACC3 fragment carries E629A point mutation. inhibition, % at 9.99 µM. actives 0.66% (n = 390,000). AID 623870, 2012;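 active = mean inhibition of replicates at least 50% and at least half of replicates each reaching 50%; inconclusive = half or more replicates reach 50% but mean below 50%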;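 note: 0% = complete ARNT plus TACC3 wells and 100% = ARNT alone without TACC3; many hits fall short of the cut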
Active calls of the source: *; ? = inconclusive; . = no result given; [ ] = remark or other dose.

Each structure is followed by: miR122 inh	Statin myotox sup	Cneo AK release	esBAF inh	SIRT5 block	ERp5 inh	ARNT TACC3 PPI
- CC(C)(C)n1nc2c(c1NC(=O)c1ccccc1F)CS(=O)C2 (stereo unspecified)
→ -0.9	-0.2	-0.9	2.9	3.1	2.6	-2.7
- Cc1ccc(N2CC(C(=O)NCCN3CCOCC3)CC2=O)cc1C (stereo unspecified)
→ 4.2	-0.1	6.4	-1.3	.	-5.5	-4.0
- CS(=O)(=O)n1nc(OC(=O)c2cccs2)cc1N
→ 2.9	9.6	-0.5	-9.6	3.3	-0.6	1.4
- Cc1ccc(COc2ccccc2-c2cc(C(=O)N/N=C/c3cccnc3)[nH]n2)cc1
→ .	.	.	.	-5.8	3.6	1.0
- CCCNC(=O)C[C@H]1CC[C@H]2[C@H](COc3ccc(NC(=O)c4cccc(OC)c4)cc3C(=O)N2C)O1
→ -0.4[16.7 µM]	-3.9	7.6	7.7	-2.4	0.4	2.5
- COC(=O)c1ccc(Sc2ccccc2NS(=O)(=O)c2ccc(C)cc2)nc1
→ -2.0	.	0.5	.	.	.	-0.6
- CCOc1ccc(OCC)c2sc(C)nc12
→ 2.3	14.9	-2.9	-8.8	.	.	-0.1
- CCCCCCCCCSc1n[nH]c(N)n1
→ -5.0	-3.7	-2.2	5.0	.	.	.
- CCOC(=O)c1c(-c2ccccc2)csc1NC(=O)c1cc(-c2ccccc2OC)on1
→ .	.	.	.	3.6	5.4	0.8
- Cc1cccc(OCC(=O)Nc2ccccc2C(F)(F)F)c1
→ .	.	.	.	-2.3	-2.7	-5.8
- Cc1cc(C)n(CC(O)COc2ccccc2)n1 (stereo unspecified)
→ -9.3	-0.7	-0.6	-4.9	.	.	5.7
- COc1ccc(OC)c(NC(=O)C(CC(=O)O)NCc2ccco2)c1 (stereo unspecified)
→ 12.6	1.9	1.7	-9.0	.	.	-0.9
- C[C@H]1CN([C@@H](C)CO)C(=O)c2ccccc2-c2ccccc2CO[C@H]1CN(C)C(=O)Oc1ccccc1
→ .	.	0.8	1.2	-1.7	0.8	0.3
- COc1cc(/C=N/NC(=O)c2cc(C3CC3)[nH]n2)cc(OC)c1OC
→ -2.7	-21.4	-0.5	5.2	5.5	0.9	3.6
- COc1cc(/C=C2\SC(=Nc3cccnc3)NC2=O)cc(OC)c1OC
→ -3.2	.	0.5	.	-1.0	0.1	.
- CCCNC(=O)Nc1ccc2c(c1)C(=O)N(C)C[C@H](OC)[C@H](C)CN(C)[C@H](C)CO2
→ 19.8[16.7 µM]	9.9	-1.3	2.1	0.0	-4.6	-4.4
- COc1cccc(CC(=O)Nn2c(C)nc3ccccc3c2=O)c1
→ 22.7	28.8	3.0	-5.4	.	.	-7.4
- CCC(NC(=O)C1CCCC1)c1ccc(C)cc1 (stereo unspecified)
→ 7.1	6.7	2.0	-0.4	.	4.0	-8.7
- Cc1ccc(S(=O)(=O)Oc2ccc(/C=C(/NC(=O)c3ccccc3)C(=O)NCC(=O)O)cc2)cc1
→ 3.4	.	.	.	-1.7	-0.9	6.0
- CCn1c(SCc2ccc([N+](=O)[O-])cc2)nnc1C(C)NC(=O)c1ccc(C)cc1 (stereo unspecified)
→ 3.0	.	1.5	.	.	.	-15.5
- COc1ccc(Cn2c(-c3ccc(OC)c(O)c3)nc3ccccc32)cc1O
→ .	.	.	.	-3.2	-2.3	15.9
- CC(=O)Nc1ccc(S(=O)(=O)C(C#N)c2nc3ccccc3nc2NCCO)cc1 (stereo unspecified)
→ ?	-17.9	-3.2	-0.7	-47.1	2.5	1.2
- CCc1nnc(NC(=O)CN2CCN(CC)CC2)s1
→ -5.7	1.5	3.5	-9.1	.	3.4	0.2
- O=[N+]([O-])c1cccc2nc3ccccc3c(NCCCn3ccnc3[N+](=O)[O-])c12
→ -1.2	.	.	.	4.4	-7.3	-1.3
- CCN1C(=O)[C@@H]2[C@@H](c3ccc(-c4ccc(OC)cc4)cc3)N3CCCC[C@@]3(C(=O)OC)[C@@H]2C1=O
→ 3.6	-5.8	-0.1	11.4	-0.2	-1.7	6.1
- O=C(CCC(=O)N1CCN(S(=O)(=O)c2ccc(Cl)cc2)CC1)Nc1ccc2ccccc2c1
→ 6.7	4.2	3.6	16.4	.	.	-11.7
- CCOC(=O)c1cnc(SCC(=O)NNC(=O)c2ccco2)nc1N
→ 0.4	5.5	.	4.4	-0.8	8.1	1.3
- O=C(NNC1=NCCCCC1)Nc1ccc(Cl)cc1
→ .	.	.	.	-2.8	3.3	-2.7
- COc1ccc(C(=O)C(C)Sc2nnc(C3CC3)n2C2CC2)cc1 (stereo unspecified)
→ -1.5	3.4	10.8	1.6	-0.6	-20.3	-4.0
- CCc1ccc(-n2c(=S)sc3c(=O)n(-c4ccccc4OC)c(=S)[nH]c32)cc1
→ -0.5	-3.7	1.3	-2.5	-0.5	2.4	-4.4
- CCc1ccc(NC(=O)CSC2=C(C#N)C(c3ccco3)C3=C(CCCC3=O)N2)cc1 (stereo unspecified)
→ 3.1	-3.3	0.0	8.9	.	.	.
- CSCCC(NC(=O)c1ccoc1C)C(=O)O (stereo unspecified)
→ -5.2	8.9	2.5	-4.5	.	2.4	-0.7
- CCNC(=O)C[C@@H]1C=C[C@@H](NS(=O)(=O)c2ccc(F)cc2)[C@H](CO)O1
→ -2.3[16.7 µM]	-9.5	0.3	1.7	3.9	-0.1	-10.2
- C=CCn1c(=NC(=O)c2ccc(S(=O)(=O)N3CCCc4ccccc43)cc2)sc2cc(S(N)(=O)=O)ccc21
→ -7.2	.	0.9	.	.	.	-1.7
- CCc1ccc(N2CC(C(=O)N/N=C/c3ccccc3)CC2=O)cc1 (stereo unspecified)
→ .	1.4	-0.6	3.7	.	-4.0	.
- COc1cc2c(OC)cccc2cc1C(=O)O
→ -8.6	0.4	0.5	-1.4	.	.	21.3
- CSc1oc(-c2cccs2)nc1S(=O)(=O)c1ccccc1
→ 6.2	17.3	-1.4	-0.4	-0.4	2.1	-31.4
- CC(C)NC(=O)Nc1ccc2c(c1)C(=O)N(C)[C@@H]1CC[C@@H](CC(=O)NCC3CCCCC3)O[C@H]1CO2
→ 12.0[16.7 µM]	3.3	-12.0	-2.7	3.2	12.1	5.0
- Cc1ccc(C(=O)N2CCC(C)CC2)cc1NC1=NC2CS(=O)(=O)CC2S1 (stereo unspecified)
→ -1.0	18.5	1.1	-12.5	-1.8	7.7	-9.5
- CC1(C(=O)Nc2cccc(Oc3ccccc3)c2)CCN1Cc1ccccc1OC(F)F (stereo unspecified)
→ 10.2	-9.4	-0.8	1.7	0.6	2.4	.
- N#Cc1cccc(S(=O)(=O)NCC(=O)OCC(=O)c2ccc[nH]2)c1
→ .	.	.	.	5.7	5.2	-14.4
- COc1cccc(C2C=C(c3ccc(OC)cc3OC)Nc3nnnn32)c1 (stereo unspecified)
→ -4.4	.	0.0	5.8	.	.	0.9
- C[C@H]1CN([C@@H](C)CO)S(=O)(=O)c2ccc(-c3cccc(C#N)c3)cc2O[C@H]1CN(C)Cc1cccc(F)c1
→ -8.8[16.7 µM]	-14.3	-1.6	-1.1	-0.2	4.2	-1.7
- CCNC(=O)[C@H]1[C@H](CO)[C@H]2Cn3c(ccc(-c4cccc(OC)c4)c3=O)[C@H]2N1Cc1nccs1
→ -2.0[16.7 µM]	-21.0	1.7	-0.5	-15.5	-2.8	-9.1
- CCOC(=O)c1ccc(NC(=O)c2ccc3c(c2)C(=O)N(Cc2cccnc2)C3=O)cc1
→ 0.8	4.4	0.9	1.4	-5.8	-2.5	-5.2
- O=C(CSc1nc2ccc(F)cc2c(=O)n1-c1ccccc1)Nc1ccc2c(c1)CCC2
→ 6.4	11.8	-0.5	6.3	10.2	0.3	.
- CC1CCN(S(=O)(=O)c2ccc3ncn(CC(=O)N(C)Cc4ccccc4)c(=O)c3c2)CC1
→ -3.9	-28.5	1.2	-5.7	.	.	-1.4
- Fc1ccc(N2N=C(c3cccs3)CC2c2ccccc2)cc1 (stereo unspecified)
→ .	.	.	.	-5.9	-10.0	-38.2
- Cc1cc2cc(CNC(=O)c3cccc([N+](=O)[O-])c3)ccc2n1C
→ -2.1	0.3	0.6	23.7	-9.4	0.1	9.4
- Clc1cc(Br)ccc1OCCN1CCOCC1
→ -0.8	.	-3.7	.	26.4*	-2.9	.
- COc1ccc([C@H]2CC(=O)C=C(c3cc(C)ccc3OC)C2)cc1
→ .	0.4	-0.5	-41.1	6.5	-2.9	1.0
- CC(C)n1cc(/C=C(\C#N)S(=O)(=O)c2ccccc2)c2ccccc21
→ 11.4	-11.1	-1.8	-7.8	.	.	6.9
- O=C(Nc1ccc(F)cc1F)c1cc(-c2ccco2)nc2ccccc12
→ 7.7	1.9	-0.4	-1.2	-3.4	1.4	7.0
- Cc1ccc(NC(=O)CNC2CCCCC2)cc1Cl
→ .	3.6	5.6	-3.2	4.1	4.2	.
- Cn1cnc(CCNC(=O)C[C@H]2CC[C@@H]3[C@H](COC[C@@H](O)CN3C(=O)C3CC3)O2)c1
→ 4.5[16.7 µM]	-0.8	-4.0	0.5	-1.8	-2.1	3.5
- O=C(N[C@H]1CC[C@H](CCNC(=O)C2CCCCC2)O[C@H]1CO)c1ccncc1
→ .	-4.3	0.6	-6.0	3.3	-0.8	-3.4
- CCC1CCc2c(sc(NC(=O)C3CC=CCC3C(=O)O)c2C#N)C1 (stereo unspecified)
→ .	.	.	.	-2.8	-5.6	-4.0
- CC(=O)c1cnn(-c2cc(Oc3ccc(F)cc3)ncn2)c1C
→ -5.0	.	-2.3	2.1	.	.	2.5
- O=C(CSc1nc2c(c(=O)[nH]1)CN(Cc1ccc(F)cc1)CC2)Nc1ccc(F)cc1
→ .	.	.	.	-0.9	-4.1	1.4
- CCCCC(=O)NC(N1CCCCC1)C(Cl)(Cl)Cl (stereo unspecified)
→ -1.9	.	-1.0	-4.8	.	.	-0.7

Already shown: entries from further up.
Each structure is followed by: miR122 inh	Statin myotox sup	Cneo AK release	esBAF inh	SIRT5 block	ERp5 inh	ARNT TACC3 PPI
- CCC1CCc2c(sc(NC(=O)C3CC=CCC3C(=O)O)c2C#N)C1 (stereo unspecified)
→ .	.	.	.	-2.8	-5.6	-4.0
- CC(=O)c1cnn(-c2cc(Oc3ccc(F)cc3)ncn2)c1C
→ -5.0	.	-2.3	2.1	.	.	2.5
- O=C(CSc1nc2c(c(=O)[nH]1)CN(Cc1ccc(F)cc1)CC2)Nc1ccc(F)cc1
→ .	.	.	.	-0.9	-4.1	1.4
- CCCCC(=O)NC(N1CCCCC1)C(Cl)(Cl)Cl (stereo unspecified)
→ -1.9	.	-1.0	-4.8	.	.	-0.7

Next section.
Each structure is followed by: miR122 inh	Statin myotox sup	Cneo AK release	esBAF inh	SIRT5 block	ERp5 inh	ARNT TACC3 PPI
- CO[C@@H]1CN(C)C(=O)c2ccc(NC(=O)NC(C)C)cc2OC[C@@H](C)N(Cc2cncnc2)C[C@@H]1C
→ -2.0[16.7 µM]	4.7	.	3.7	.	.	.
- CCc1ccc(N2CC(C(=O)Nc3ccc4c(c3)OCO4)CC2=O)cc1 (stereo unspecified)
→ -7.9	11.5	0.0	-3.8	0.0	-12.9	-4.8
- C=C(C)c1cccc(C(C)(C)NC(=O)Nc2ccc(OC)cc2)c1
→ -3.9	-3.5	0.4	-0.5	-2.5	-12.9	1.3
- O=C(Nc1ccc(N2CCCC2)cc1)c1ccc2ccccc2c1
→ 11.7	-14.0	.	39.9	-1.2	-1.0	-1.1
- COc1nc2c(C)cccc2cc1-c1noc(-c2ccco2)n1
→ -3.7	2.5	-0.7	4.5	.	.	-2.1
